Shiga inhibitor: Shiga toxin inhibition; Vero cells, Shiga toxin protein synthesis inhibition reporter; inhibition, % at 38.7 µM; hit rate 9.2% among 290,000; in the data active = inhibition mostly above about 28%, no sharp cut-off; inactive = mostly below about 43%; also: 0% is about no effect
CHX counter: counter-screen hit for Shiga toxin inhibitors, cycloheximide; cell reporter, cycloheximide protein synthesis inhibition counterscreen; max response, %; hit rate 12% among 300,000; in the data active = max response mostly above about 13%, no sharp cut-off; inactive = mostly below about 14%; also: read at 38.3 µM for the half of the compounds with a filed dose; 0% is about no effect
AmpC inh no detg: inhibitors of E. coli AmpC beta-lactamase without detergent. P00811. AmpC nitrocefin hydrolysis, absorbance 480 nm, 0.0001% Triton. Potency, µM (top dose mostly 57.1 µM), for the others: top-dose activity change, negative = inhibition, actives largely listed as inhibitors. hit rate 0.52% among 330,000. AID 485341;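 also: potency is read from the fitted curve at half-maximal effect; plate controls were no compound for no effect and no enzyme for full effect; nearly all actives have a fitted effect of over 20% in size; some results filed as inactive show a strong effect at the top dose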
Target sequence (P00811 whole entry, looked up): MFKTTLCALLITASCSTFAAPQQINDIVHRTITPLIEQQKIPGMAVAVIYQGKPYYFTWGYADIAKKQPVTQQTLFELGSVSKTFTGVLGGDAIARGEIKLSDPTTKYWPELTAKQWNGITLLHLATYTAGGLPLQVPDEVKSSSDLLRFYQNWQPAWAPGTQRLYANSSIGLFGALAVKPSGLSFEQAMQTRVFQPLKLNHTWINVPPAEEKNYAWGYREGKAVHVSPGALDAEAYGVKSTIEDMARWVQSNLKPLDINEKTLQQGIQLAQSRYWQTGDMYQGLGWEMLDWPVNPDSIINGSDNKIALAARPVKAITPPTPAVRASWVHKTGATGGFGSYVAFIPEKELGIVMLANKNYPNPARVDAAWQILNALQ
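AmpC (5.3 nM in the dispensed reagent) in 20 mM phosphate pH 7.0 with 0.01% (detergent screen) or 0.0001% Triton X-100 was preincubated with compounds for 15 min at room temperature. Nitrocefin was then added from an 800 uM solution, and hydrolysis was followed at 480 nm.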
FBPA Giardia inh: Giardia lamblia aldolase inhibition; purified Giardia FBPA; hit rate 0.71% among 290,000; Potency, µM (titrated, usually from 59.6 µM), for the others: at the top dose activity, negative = inhibition, most hits filed as inhibitors; also: potency is read from the fitted curve at half-maximal effect; % is scaled to controls: 0 for no effect and ±100 for the full control effect; nearly all actives have a fitted effect of over 55% in size
Target sequence (A8B2U2 whole entry, looked up): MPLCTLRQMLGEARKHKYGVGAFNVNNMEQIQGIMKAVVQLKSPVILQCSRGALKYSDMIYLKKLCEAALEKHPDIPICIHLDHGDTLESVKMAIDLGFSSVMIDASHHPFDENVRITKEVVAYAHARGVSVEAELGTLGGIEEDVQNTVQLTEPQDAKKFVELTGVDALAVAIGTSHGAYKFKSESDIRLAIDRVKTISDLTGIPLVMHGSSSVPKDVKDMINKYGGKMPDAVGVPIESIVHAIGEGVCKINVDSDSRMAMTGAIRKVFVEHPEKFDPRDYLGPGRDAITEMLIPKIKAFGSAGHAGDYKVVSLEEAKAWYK
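40 nM FBPA preincubated 10 min at RT with compound (up to 57.5 uM final), then substrate plus GAPDH/TPI/NAD/arsenate coupling and diaphorase/resazurin added. Fluorescence read after 20 min at RT, 525/598 nm.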
HCMV inh: inhibitors of human cytomegalovirus | HFF cells, HCMV-luciferase reporter, 72 h; hits give low values | activity change, negative = inhibition, % at 57.5 µM | hit rate 4.5% among 410,000 | AID 1259415; in the data active = activity change below about -60%; inconclusive = no clear call, values can overlap the other calls; inactive = above about -39%; also: % is scaled to controls: 0 for no effect and ±100 for the full control effect
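Two-dose cell screen: HFF monolayers treated with compounds and infected with luciferase-expressing HCMV at 1 PFU/cell, 72 h at 37C, then lysed for luciferase measurement.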
AMA1 RON2 block: inhibitors of Plasmodium falciparum AMA1-RON2 interaction. AlphaScreen AMA1-biotinylated RON2 peptide binding. Potency, µM (series often up to 58.2 µM), inactives show at the highest dose activity change, negative = inhibition, usual class: inhibitors. hit rate 0.2% among 360,000. AID 720542;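 also: potency is read from the fitted curve at half-maximal effect; 0% = vehicle wells and -100% = peptide control; nearly all actives have a fitted effect of over 45% in size; some results filed as inactive show a strong effect at the top dose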
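AMA1 (3D7) with his tag at 25 nM final met compounds first, then biotinylated RON2 peptide at 25 nM; detection used donor plus acceptor beads, 10 µg/mL apiece, read by AlphaScreen after 30 min at room temperature.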
AmpC detergent: inhibitors of E. coli AmpC beta-lactamase with detergent; hit rate 0.041% among 370,000; P00811; AID 485294; AmpC hydrolysis of nitrocefin, absorbance 480 nm, 0.01% Triton; Potency, µM (highest dose often 114 µM), inactives show at the top dose activity change, negative = inhibition, actives largely listed as inhibitors;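 also: potency is read from the fitted curve at half-maximal effect; 0% = no-compound wells and -100% = no-enzyme wells; nearly all actives have a fitted effect of over 25% in size; some results filed as inactive show a strong effect at the top dose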
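20 mM phosphate pH 7.0 + 0.01% (detergent screen) or 0.0001% Triton X-100; 5.3 nM AmpC reagent; cpd preinc 15 min RT; nitrocefin (800 uM stock) to start; A480 q20 s × 4 min; Activity was normalised to no-enzyme and no-compound control wells.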
Starred values were filed as active, the others as inactive; u = inconclusive; x = no result given; [ ] = another dose, or the depositor's remark. Unless noted, calls follow the shape of the dose curve; as a rule, active = well fitted curve in the direction sought with a large enough effect; inconclusive = small, poorly fitted or top-dose-only effect, or another doubt; inactive = no such curve, though single readings can be large; an effect the other way counts as inactive or inconclusive. No enrichment for hits (roughly 16% active in at least one column).

cpd	structure	Shiga inhibitor	CHX counter	AmpC inh no detg	FBPA Giardia inh
1	CCOc1cc(C2C(C(=O)c3ccc(C)cc3)=C(C(=O)OC)Nc3nnnn32)ccc1O (stereo unspecified)	-16	-2	-27%	7%
2	CC(=O)c1sc2nc(SCC(=O)NCCc3ccccc3)[nH]c(=O)c2c1C	-23	1	-43%	x
3	COc1cccc(C(C(=O)NC2CCCCC2)N(C(=O)c2csnn2)C2CC2)c1 (stereo unspecified)	7	-1	16%	1%
4	Cc1cc2nnc(SCC(=O)N3CCN(c4ccccc4)CC3)n2c(N)n1	-18	-3	-8%	x
5	COc1ccc(CN(C)CC(=O)Nc2cccc(S(=O)(=O)N3CCCC3)c2)cc1F	x	x	4%	x
6	C=CCC(=O)NC(C)c1cnn(-c2ccccc2C)c1C (stereo unspecified)	4	11	-8%	2%
7	CCC(C)[C@H](NC(=O)NCCCc1ccccc1)C(=O)OC (stereo partly specified)	-10	-1	4%	7%
8	O=C(C1CCCC1)N1CCCC(Nc2ccccc2)C1 (stereo unspecified)	-25	2	-18%	x
9	COc1ccc(S(=O)(=O)N(C)C2(C)CCS(=O)(=O)C2)cc1OC (stereo unspecified)	x	x	-13%	x
10	Fc1ccc(CNCC2CCCO2)cc1 (stereo unspecified)	-7	-2	-16%	-11%
11	Cc1ccn2cc(CC(=O)O)nc2c1	-1	-3	-10%	-29%
12	Nc1cc(N)nc(SCc2cc(=O)oc3cc4c(cc23)CCC4)n1	-6	1	-43%	-2%
13	O=C(Nc1ccccc1Cl)c1cccc(NC(=O)C2C3CC4OC(=O)C2C4C3)c1 (stereo unspecified)	-9	-1	-16%	4%
14	CN(C)S(=O)(=O)N1CCCC(C(=O)c2ccc(-c3ccccc3)cc2)C1 (stereo unspecified)	3	6	-10%	-2%
15	CC(=O)c1cccc(NC(=O)C(OC(=O)c2ccccc2NS(=O)(=O)c2cccs2)c2ccccc2)c1 (stereo unspecified)	19	9	-45%	-3%

cpd	HCMV inh	AMA1 RON2 block	AmpC detergent
1	-15	-1%	-3%
2	19	15%	1%
3	-11	-3%	-10%
4	3	23%	-2%
5	0	1%	x
6	-5	0%	3%
7	15	5%	-4%
8	16	-3%	0%
9	7	7%	-12%
10	-3	0%	-19%
11	-26	-20%	1%
12	-11	13%	7%
13	29	-2%	-3%
14	-18	-2%	-6%
15	-75*	3%	-8%

Whole records, quoted from the list.
Entry for Cc1ccn2cc(CC(=O)O)nc2c1 = Shiga inhibitor: -1; CHX counter: -3; AmpC inh no detg: -10%; FBPA Giardia inh: -29%; HCMV inh: -26; AMA1 RON2 block: -20%; AmpC detergent: 1%
Entry for Cc1cc2nnc(SCC(=O)N3CCN(c4ccccc4)CC3)n2c(N)n1 = Shiga inhibitor: -18; CHX counter: -3; AmpC inh no detg: -8%; FBPA Giardia inh: x; HCMV inh: 3; AMA1 RON2 block: 23%; AmpC detergent: -2%
Entry for Fc1ccc(CNCC2CCCO2)cc1 (stereo unspecified) = Shiga inhibitor: -7; CHX counter: -2; AmpC inh no detg: -16%; FBPA Giardia inh: -11%; HCMV inh: -3; AMA1 RON2 block: 0%; AmpC detergent: -19%

More entries
cpd	structure	Shiga inhibitor	CHX counter	AmpC inh no detg	FBPA Giardia inh
16	CC(Nc1nc(N2CCNCC2)nc2ccccc12)c1ccccc1 (stereo unspecified)	-7	0	-18%	1%
17	CC12CCC(c3nnc(SCC(=O)Nc4cccc5ccccc45)nc31)C2(C)C (stereo unspecified)	-2	-3	9%	3%
18	COCCN1CCC(CNCc2cn[nH]c2-c2ccc(C)c(C)c2)C1 (stereo unspecified)	-7	-1	77%[activator]	4%
19	COCCNC(=O)CC(NS(=O)(=O)c1ccc(NC(C)=O)cc1)C(C)C (stereo unspecified)	-2	-3	-11%	4%
20	COc1cc(C(=O)N2CCN(c3ccc(C)cc3C)CC2)cc(OC)c1OC	-12	-6	147%[activator]	0%
21	COc1ccc(-c2cc(C(=O)Nc3cccnc3)c3ccccc3n2)cc1OC	-21	2	98%[activator]	x
22	CC(C)(C)N1CC(c2nc3ccccc3n2Cc2ccccc2)CC1=O (stereo unspecified)	-31	-6	78%[activator]	2%
23	Cc1ncc(CN2CCN(Cc3ccccc3)C(CCO)C2)s1 (stereo unspecified)	15	-2	-9%	2%
24	Cc1ccc(C)c(C(=O)NCc2ccncc2)c1	-4	-4	-15%	3%
25	CC(=O)c1cccc(OCC(=O)NC2CCCCCC2)c1	x	x	-4%	x
26	C=CCn1c(=O)c2ccccc2n2c(SCC(N)=O)nnc12	-11	-4	-18%	1%
27	CC(=O)Nc1cccc(NC(=O)C(=O)NCC(c2ccco2)N2CCc3ccccc3C2)c1 (stereo unspecified)	x	x	20%	x
28	COc1ccc(-c2nnc(SCC(=O)N3c4ccccc4Sc4ccccc43)o2)cc1	-3	2	-23%	-3%
29	COCc1cc(C)n(CC(=O)Nc2ccc(N3CCOCC3)c(Cl)c2)c(=O)c1C#N	-8	-4	-26%	-12%
30	Cc1ccc(NC(=S)N(CCCN2CCOCC2)Cc2ccco2)cc1C	29	13	120%[activator]	-5%

cpd	HCMV inh	AMA1 RON2 block	AmpC detergent
16	-36	-9%	-2%
17	-5	-4%	-2%
18	30	-3%	7%
19	1	-4%	2%
20	-9	0%	u
21	128	-4%	-1%
22	-2	-8%	2%
23	-25	-2%	0%
24	5	-2%	-3%
25	1	9%	u
26	6	-5%	-1%
27	u	0%	u
28	-35	17%	u
29	22	2%	4%
30	-22	-5%	-6%

More structures
cpd	structure	Shiga inhibitor	CHX counter	AmpC inh no detg	FBPA Giardia inh
31	COc1ccc([N+](=O)[O-])cc1NC(=O)COC(=O)C1CC1	15	-10	-21%	2%
32	CCCC(=O)Nc1ccc(C(=O)NN=C(C2CC2)C2CC2)cc1	3	-1	-26%	1%
33	COc1ccc(/C=N/NC(=O)C(=O)NCc2cccnc2)cc1OC	-17	-4	-10%	5%
34	O=C(NCCn1cc(SCc2ccccc2F)c2ccccc21)c1c(F)cccc1F	31	19	-22%	-17%
35	COc1ccc(OC)c(C(c2nnnn2C2CCCC2)N2CCc3ccccc3C2)c1 (stereo unspecified)	18	3	-3%	-11%
36	COc1ccc(NC(=O)c2cccc(S(=O)(=O)N3CCCCCC3)c2)cc1	31	7	-29%	15%
37	COc1ccc(NS(=O)(=O)c2cccc(C(=O)N/N=C/c3ccc(O)cc3)c2)cc1	17	1	-34%	-7%
38	Cc1cccn2c(=O)c(/C=C(\C#N)C(=O)NC3CCS(=O)(=O)C3)c(N3CCC(C(N)=O)CC3)nc12 (stereo unspecified)	3	-2	-1%	-8%
39	CNS(=O)(=O)c1cnccc1N1CCN(C)CC1	4	-2	-6%	4%
40	Cc1ccc(OCCC(=O)Nc2ccc3c(c2)OCO3)cc1	x	x	-25%	x
41	COC(=O)c1ccc(CSc2nnnn2-c2ccc(C)cc2C)o1	-15	-2	1%	4%
42	Cn1c(N)c(C(=O)c2ccc(Oc3ccccc3)cc2)c(=O)n(C)c1=O	18	2	-25%	-1%
43	COc1cc(NC(=O)c2ccccc2Cl)ccc1NC(=O)c1cccs1	105*	46*	-27%	-5%
44	COc1ccc(C2CC(c3ccncc3)=NN2c2ccc(S(N)(=O)=O)cc2)cc1 (stereo unspecified)	x	x	-48%	x
45	Cc1oncc1C(=S)Nc1ccccc1	-16	-1	-16%	-17%

cpd	HCMV inh	AMA1 RON2 block	AmpC detergent
31	u	-4%	3%
32	1	69%[activator]	-12%
33	4	61%[activator]	-8%
34	17	-3%	-9%
35	-10	-13%	7%
36	-88*	20%	0%
37	105	-2%	u
38	u	-10%	u
39	6	1%[2.32 µM]	-8%
40	-34	20%	-9%
41	31	1%	-11%
42	27	-1%	-10%
43	-38	-3%	0%
44	128	34%[activator]	x
45	-29	3%	-13%

A second format for two compounds above.
nr	Compound	Shiga inhibitor	CHX counter	AmpC inh no detg	FBPA Giardia inh	HCMV inh	AMA1 RON2 block	AmpC detergent
31	COc1ccc([N+](=O)[O-])cc1NC(=O)COC(=O)C1CC1	15	-10	-21%	2%	u	-4%	3%
32	CCCC(=O)Nc1ccc(C(=O)NN=C(C2CC2)C2CC2)cc1	3	-1	-26%	1%	1	69%[activator]	-12%

Continued:
cpd	structure	Shiga inhibitor	CHX counter	AmpC inh no detg	FBPA Giardia inh
46	Cc1nc(NC(=O)C2CC2)sc1C(=O)N1CCCCC1	-19	-5	-8%	0%
47	CCn1cc(C2=NOC(C(=O)Nc3cc(OC)c(Cl)cc3OC)C2)c(C)n1 (stereo unspecified)	-6	-1	45%	1%
48	CCCn1c(SCC(=O)N2c3ccccc3Sc3ccccc32)nc2c1c(=O)n(C)c(=O)n2C	-21	-3	-11%	7%
49	CCN(CC)C(=O)c1scc2c1OCCO2	-11	-4	-10%	8%
50	Cc1ccccc1NC(=O)c1ccc2c(c1)N(C)CCS2	32*	28*	-23%	-9%
51	Cc1ccc(S(=O)(=O)N2[C@@H](c3ccc(Cl)cc3)C(C(=O)O)=CC[C@H]2c2ccc3c(c2)OCO3)cc1	x	x	-31%	x
52	C[C@]12c3[nH]c4ccccc4c3CCN1C(=O)C(CC(=O)NCCC1=CCCCC1)C[C@@H]2C(=O)N1CCCCC1 (stereo partly specified)	x	x	0%	x
53	CC1=NN(c2ccc(C)cc2C)C(=O)C1C(c1cccc(O)c1)C1C(=O)N(c2ccc(C)cc2C)N=C1C (stereo unspecified)	-11	-1	-29%	1%
54	COC(=O)C1=C(C)N(c2ccc(F)c(Cl)c2)C(=O)C1	-8	5	-27%	-6%
55	COc1ccc(C(=O)CC(CC(=O)c2ccc(OC)cc2)C(=O)O)cc1	x	x	0%	x
56	CCOC(=O)N1CCN(C(=O)c2ccc(OC(C)=O)cc2)CC1	-14	12	-10%	5%

cpd	HCMV inh	AMA1 RON2 block	AmpC detergent
46	21	u	u
47	-26	-6%	-3%
48	-26	17%	-1%
49	-18	0%	-2%
50	105	-4%	-4%
51	-9	8%	-8%
52	21	2%	x
53	8	55%[activator]	-6%
54	28	-2%	1%
55	-5	22%	u
56	-35	0%	2%

Screening data (PubChem BioAssay)
